High-throughput results from PubChem BioAssay.
MCL1 BIM primary = inhibitors of MCL1 binding to BIM-BH3, primary screen, biochemical, fluorescence polarization | GST-MCL1 / FITC-Bim-BH3 fluorescence polarization | inhibition, % at 10.9 µM | 0.68% of 320,000 active | AID 2057, 2009;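 active = inhibition above the mean inhibition of all tested compounds plus 3 SD, set per campaign, cut at about 40% in these data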;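 note: 0% = DMSO wells and 100% = unlabeled Bim-BH3 peptide control; higher means more loss of mP so more displacement of Bim peptide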
ZTA DNA inh = ZTA (EBV) inhibition in EBNA-1 counter-screen; P03206; ZTA-DNA binding, fluorescence polarization; inhibition, % at 11 µM; 0.15% of 320,000 active; in the data active = inhibition above about 33%
BCLXL inh = inhibitors of human Bcl-xL, primary screen, biochemical, fluorescence polarization, HTS | inhibition, % at 10.9 µM | GST-Bcl-xL / FITC-Bim BH3 peptide fluorescence polarization | 0.7% of 320,000 active | Bcl-2-like protein 1 (Homo sapiens), Q07817;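 active = inhibition above the mean of all tested compounds plus 3 SD, cutoff set per campaign, cut at about 30% in these data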;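 note: 0% = DMSO wells and 100% = unlabeled Bim-BH3 peptide competitor; inhibitors lower millipolarization by displacing the labeled peptide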
GLD-1 RNA inh = GLD-1/TGE RNA complex disruptors, primary screen, biochemical, fluorescence polarization; Female germline-specific tumor suppressor gld-1 (Caenorhabditis elegans), Q17339; purified GLD-1 + fluorescein TGE RNA; inhibition, % at 5.96 µM; 0.44% of 320,000 active;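 active = percent inhibition above a per-plate cutoff, the plate mean of test compounds plus 3 SD, cut at about 30% in these data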;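 note: 0% = DMSO wells with GLD-1 and probe and 100% = wells lacking GLD-1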
Target sequence (Q17339 whole entry, looked up): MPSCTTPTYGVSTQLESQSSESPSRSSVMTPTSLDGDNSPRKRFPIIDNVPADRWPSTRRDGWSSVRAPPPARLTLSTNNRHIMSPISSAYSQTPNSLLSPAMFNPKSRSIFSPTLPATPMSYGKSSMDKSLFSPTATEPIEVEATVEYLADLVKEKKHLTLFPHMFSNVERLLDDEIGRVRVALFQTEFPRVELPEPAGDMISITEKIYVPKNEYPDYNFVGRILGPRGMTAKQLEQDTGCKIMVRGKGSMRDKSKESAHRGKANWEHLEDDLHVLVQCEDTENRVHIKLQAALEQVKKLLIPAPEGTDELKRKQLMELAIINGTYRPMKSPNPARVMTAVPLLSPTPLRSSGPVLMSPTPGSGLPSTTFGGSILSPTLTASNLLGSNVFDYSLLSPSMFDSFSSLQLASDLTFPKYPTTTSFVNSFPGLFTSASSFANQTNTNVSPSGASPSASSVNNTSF
Fam108B inh = mouse Fam108B serine hydrolase inhibitors, primary screen, counter-screen for RBBP9 inhibitor project, biochemical, fluorescence polarization; recombinant Fam108B, FP-Rh probe fluorescence polarization; 0.33% of 300,000 active; inhibition, % at 9.51 µM;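 active = inhibition above the screen mean inhibition plus 3 SD, computed separately per campaign, cut at about 18% in these data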;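 note: inhibitors lower polarization as less probe binds the enzyme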
MEX-5 binding = MEX-5 zinc finger RNA-binding disruptors – biochemical, C. elegans, fluorescence polarization, MLPCN library, primary screen | MEX-5/FITC-TCR2 RNA binding; active compounds read low | 0.38% of 300,000 active | Zinc finger protein mex-5 (Caenorhabditis elegans), Q9XUB2 | activity score (negative = inhibition of binding), % at 10 µM | AID 1832, 2009;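 active = inhibition past about -25% in most replicates, and total fluorescence under double the plate's negative control median, limit read from the data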;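 note: 0% = DMSO and -100% = 5 µM competing unlabeled TCR2 RNA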
Target sequence (Q9XUB2 whole entry, looked up): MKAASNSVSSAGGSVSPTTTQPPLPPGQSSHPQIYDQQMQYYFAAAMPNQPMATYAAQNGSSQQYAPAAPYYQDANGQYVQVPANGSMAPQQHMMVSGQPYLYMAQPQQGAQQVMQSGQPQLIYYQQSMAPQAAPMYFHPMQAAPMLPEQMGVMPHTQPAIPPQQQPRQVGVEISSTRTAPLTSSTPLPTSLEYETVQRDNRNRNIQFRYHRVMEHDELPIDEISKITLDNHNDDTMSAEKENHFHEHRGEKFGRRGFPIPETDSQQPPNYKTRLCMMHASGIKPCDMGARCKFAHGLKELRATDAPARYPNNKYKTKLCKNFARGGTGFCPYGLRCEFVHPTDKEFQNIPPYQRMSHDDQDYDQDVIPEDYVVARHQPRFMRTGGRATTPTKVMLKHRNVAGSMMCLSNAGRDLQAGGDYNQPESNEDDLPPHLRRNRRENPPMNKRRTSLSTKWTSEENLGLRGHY
CR mimetic SO = reduction of superoxide in aged yeast, primary screen, HTS; S. cerevisiae aged cells, superoxide DHE fluorescence; active compounds read low; superoxide response (% of plate mean), % at 10 µM; 0.18% of 330,000 active;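 active = superoxide response under a set limit, about three screen SD below normal, cut at about 65% in these data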;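 note: yeast aged for seven days with compound at 30 °C before DHE staining; 100% = average MFI of all compound-treated wells on the plate with controls excluded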
EBNA-1 inh = EBNA-1 DNA-binding inhibitors, primary screen, biochemical, fluorescence polarization; inhibition, % at 14.8 µM; 0.34% of 300,000 active; in the data active = inhibition above about 28%
Efflux pump inh = inhibitors of Candida efflux pumps in yeast, primary screen, S. cerevisiae, Nile Red, multiplex. 0.44% of 330,000 active. S. cerevisiae Candida pump triplex. inhibition, % at 10 µM;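 active = plate passing quality check with inhibition over a set limit, or well fluorescence over plate mean plus 4 SD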;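 note: Nile Red retained in pooled yeast measured as flow cytometry median fluorescence; 0% = buffer negative control and 100% = Enniatin B positive control; higher means more Nile Red kept so more efflux inhibition; some compounds called inactive have numbers as strong as hits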
Starred values were filed as active, the others as inactive; x = not tested or not shown.

SMILES | MCL1 BIM primary | ZTA DNA inh | BCLXL inh | GLD-1 RNA inh | Fam108B inh | MEX-5 binding | CR mimetic SO | EBNA-1 inh | Efflux pump inh
C#Cc1ccc(CN2CCN(CCCc3ccccc3)C(CCO)C2)cc1 (configuration not stated) | -5 | 10 | 2 | -5 | 1 | 2.5 | 84 | 3 | -0.1
C=CCn1c(SCC(=O)NCc2ccco2)nc2sc3c(c2c1=O)CCCC3 | 1 | -2 | 0 | 6 | 1 | -4.4 | 93 | 17 | 0.0
Nc1[nH]n2c(=O)cc(-c3ccccc3)nc2c1N=Nc1ccccc1 | 15 | 6 | 12 | -1 | 11 | 0.5 | 104 | -6 | -0.2
CN(C)C(=O)c1cc(C(=O)c2ccc(F)cc2F)c[nH]1 | 14 | -3 | 8 | 5 | -2 | 0.3 | 104 | -14 | -0.1
CCC1CCCCN1C(=O)c1cc(COc2ccc3ncccc3c2)on1 (configuration not stated) | 2 | -3 | 6 | -3 | 0 | -1.3 | 103 | 8 | 0.0
CC1(C)N=C(SCC(=O)Nc2ccc(Cl)cc2)C(c2ccccc2)=N1 | 7 | -2 | 4 | -2 | -2 | 1.0 | 97 | -12 | 0.1
COc1ccc(OC)c(NC2=NC3(CCCC3)N=C(N)N2)c1 | 12 | 13 | 1 | 0 | -4 | 0.2 | 96 | -11 | 0.3
COc1ccc(N2C(=S)NC3c4cc(Cl)ccc4OC2(C)C3C(=O)N(C)C)cc1 (configuration not stated) | -2 | 15 | 0 | 4 | 3 | -1.8 | 96 | 1 | -0.1
Cc1ccc(S(=O)(=O)CCC(=O)Nc2nnc(-c3cccs3)o2)cc1 | 0 | 10 | 3 | 0 | 1 | 4.9 | 99 | 4 | 0.1
O=C(/C=C/c1ccc(OCCCF)cc1)NCc1ccc(Cl)c(Cl)c1 | 5 | 0 | 5 | -1 | 2 | 4.7 | 86 | -10 | -0.2
COC(=O)[C@H](C)NC(=O)NCc1ccco1 | -6 | -5 | 0 | 11 | 3 | -3.5 | 106 | 4 | 0.0
CCOC(=O)C1=C(C)Nc2nc3ccccc3n2C1c1cccs1 (configuration not stated) | 0 | -6 | 1 | -4 | 3 | 4.6 | 108 | 4 | -0.3
CCCS(=O)(=O)N1CCCC(C(=O)NCCN(C)Cc2ccccc2)C1 (configuration not stated) | -5 | 1 | -3 | -3 | 2 | 0.2 | 93 | 5 | 0.0
O=C(Nc1cccc(Br)c1)c1cc2ccccc2o1 | -7 | 5 | -3 | 4 | -13 | 1.4 | 128 | -2 | 0.0
CC(C)CC(=O)c1c[nH]c(C(=O)NCc2cccnc2)c1 | 5 | -3 | 11 | 8 | 3 | 1.4 | 93 | 1 | -0.2
CN(c1ccc(C(=O)NCCSCc2c(F)cccc2Cl)cc1)S(C)(=O)=O | 3 | -17 | 6 | -7 | -1 | -0.5 | 102 | -6 | 0.2
CC(=O)N1CCN(S(=O)(=O)c2cccc(C(=O)Nc3ccc4c(c3)OCO4)c2)CC1 | 7 | 17 | 1 | 2 | -1 | -0.4 | 98 | 5 | 0.1
COc1cccc(CNC(=O)C(=O)NCCC2CCCCN2S(=O)(=O)c2cccs2)c1 (configuration not stated) | -6 | 20 | -2 | -2 | -3 | -0.5 | 95 | 0 | 0.0
CCN(CC)S(=O)(=O)c1ccc(N/N=C/c2ccc(OC)c(OC)c2OC)nc1 | -2 | -2 | 2 | 4 | 4 | -3.3 | 94 | 9 | -0.1
CC(C)(C)C(=O)CSc1ccc(S(=O)(=O)N2CCCC2)cn1 | 4 | -13 | 5 | 5 | x | x | 99 | x | 0.0
O=C(CCNS(=O)(=O)c1ccc(Cl)cc1)N1CCOCC1 | 5 | -15 | 1 | 4 | 0 | 0.1 | 118 | 0 | 0.0
CN(C)c1ccc(N=Nc2cccc(F)c2)cc1 | 2 | -17 | 3 | 1 | -1 | 1.3 | 95 | -15 | -0.2
COc1ccc(C(=O)C2CCCN(Cc3cn[nH]c3-c3ccc(F)cc3)C2)cc1OC (configuration not stated) | 1 | 5 | 6 | -5 | 0 | 0.8 | 90 | 5 | 0.0
CCN(CC)c1ccc(NC2CC(=O)N(CCc3ccc(OC)cc3)C2=O)cc1 (configuration not stated) | 12 | 2 | 12 | 6 | 8 | 0.7 | 96 | 0 | 0.0
CC(C)CN1C2CCCC1CC(NC(=O)c1ccc([N+](=O)[O-])cc1)C2 (configuration not stated) | -1 | 2 | 0 | 3 | -1 | -0.4 | 103 | 1 | 0.2

(list continues)
SMILES | MCL1 BIM primary | ZTA DNA inh | BCLXL inh | GLD-1 RNA inh | Fam108B inh | MEX-5 binding | CR mimetic SO | EBNA-1 inh | Efflux pump inh
COc1ccc2c(c1)OC(O)(C(F)(F)F)CC2=O (configuration not stated) | 7 | 4 | 4 | 2 | -2 | 0.7 | 96 | 7 | 0.1
O=C(Nc1ccc(Nc2ccccc2)cc1)c1ccccc1 | -1 | 9 | 2 | 6 | 5 | 1.6 | 107 | 0 | 0.0
O=c1nc2sc3ccccc3n2c(=O)n1-c1ccc(Cl)cc1 | 4 | -2 | 2 | -3 | 2 | 1.0 | 91 | -1 | -0.1
NNC(=O)CNC(=O)c1ccc(F)cc1 | -2 | -6 | 5 | 7 | 4 | -3.1 | 87 | 7 | -0.1
COc1cccc(N2CCN(c3ncccn3)CC2)c1 | -1 | -1 | 0 | 1 | -1 | -0.1 | 93 | -6 | 0.1
Cc1ccnc(NS(=O)(=O)c2ccc(NC(=O)c3ccc(C)o3)cc2)n1 | 2 | -11 | 1 | -6 | 1 | 0.6 | 95 | -3 | 0.0
CCOC(=O)CC1(NC(=O)C2CCC(=O)N(Cc3ccccc3F)C2)CCCCC1 (configuration not stated) | 2 | 4 | -1 | -1 | -2 | -2.4 | 84 | -14 | 0.4
Cc1ccc(S(=O)(=O)NCCCCCC(=O)Nc2ccccc2)cc1 | 0 | -15 | 1 | 4 | 4 | 0.4 | 95 | -8 | -0.1
NC(=O)C1CCN(C(=O)COc2ccc3ccccc3c2Br)CC1 | 6 | -1 | 3 | -10 | 5 | 3.7 | 79 | 1 | 0.0
COc1ccc(NC(=O)N2CCC(C(=O)c3ccc(F)cc3)CC2)cc1 | -1 | -11 | 5 | 2 | 6 | 0.7 | 85 | 13 | 0.0
CC(=O)Nc1nnc(-c2c(-c3ccccc3Cl)noc2C)o1 | -1 | -4 | -2 | 3 | -1 | 0.1 | 89 | 2 | 0.0
Cc1noc(C)c1S(=O)(=O)N(CCc1ccccc1)Cc1ccccc1 | 1 | 0 | 5 | -2 | 0 | 1.3 | 87 | -1 | 0.0
Cc1nnc(SCC(=O)N2CCN(c3cccc(Cl)c3)CC2)n1C1CC1 | 1 | -5 | 1 | -4 | x | x | 75 | x | -0.2
c1ccc2c(c1)oc1c(Nc3ccc(CN4CCOCC4)cc3)ncnc12 | -3 | 2 | -2 | -8 | -2 | -1.9 | 90 | -7 | 0.6
O=C(NCCc1cnn(-c2ccccc2)c1)c1cc(COc2c(F)cccc2F)on1 | 4 | -23 | 2 | 9 | 1 | 1.2 | 126 | -7 | 0.1
CCn1c(C)nc2cc(S(=O)(=O)C(F)F)ccc21 | 7 | -13 | 1 | -2 | 1 | 0.7 | 86 | 2 | 0.0
COC(=O)[C@H](CCSC)NC(=O)Nc1ccc(OC)cc1 | 1 | -2 | 2 | -3 | 1 | 0.1 | 100 | -2 | 0.1
CC(=O)c1ccc(NC(=O)CSc2nc3nc(C)cc(C)n3n2)cc1 | 2 | -3 | 4 | -2 | 3 | 0.5 | 94 | 4 | -0.3
CCOC(=O)c1ccc(NC(=O)c2nc[nH]c2C(=O)NC2CCN(C(=O)OC(C)(C)C)CC2)cc1 | 3 | -9 | 4 | -1 | -3 | 1.4 | 93 | 3 | -0.3
CC(=O)NNC(=O)c1cc2sccc2s1 | 1 | 5 | -1 | 2 | 2 | -1.5 | 83 | 0 | 0.0
CCCC(O)(c1ccc(Cl)cc1)C(CN1CCOCC1)c1ccccc1 (configuration not stated) | 0 | -18 | 11 | 0 | 1 | -0.1 | 95 | -3 | -0.1
C=CCOc1ccccc1/C=N/NC(=O)c1ccc(Cl)cc1Cl | -1 | 5 | 1 | 6 | -4 | 0.8 | 90 | -8 | 0.2
CNC(=S)N/N=C/c1c(C(=O)OC)cnn1-c1ccc(F)cc1F | 18 | -8 | 8 | 13 | -1 | -0.2 | 109 | -3 | 0.3
COc1cccc(-c2cc(C(=O)NC3CCCC3)no2)c1 | -3 | 4 | -4 | 3 | 2 | 1.4 | 101 | 3 | -0.1
O=C(CSc1ccc(F)cc1)Nc1ccc2c(c1)C(=O)NC2=O | 5 | 5 | 4 | 3 | -3 | 0.8 | 109 | -7 | 0.1

Following part:
SMILES | MCL1 BIM primary | ZTA DNA inh | BCLXL inh | GLD-1 RNA inh | Fam108B inh | MEX-5 binding | CR mimetic SO | EBNA-1 inh | Efflux pump inh
C/C(=N\Nc1c(Cl)c(Cl)nc(C(=O)O)c1Cl)c1ccc(O)cc1 | 12 | 9 | 14 | 0 | 0 | 0.6 | 88 | -9 | -0.1
Cc1ccc(C(=O)O)cc1S(=O)(=O)NCC1CCCO1 (configuration not stated) | 1 | 2 | 1 | 9 | 4 | 1.1 | 91 | -9 | -0.1
CN1CCN(C(=O)/C=C/c2ccc(C#N)cc2)CC1 | 1 | -8 | 4 | 3 | 3 | 0.8 | 101 | -5 | -0.1
O=C(NCCc1ccc(Cl)cc1)c1ccc2nc[nH]c2c1 | -13 | 10 | -12 | 7 | 0 | 0.1 | 101 | 7 | -0.1
O=C(N/N=C/c1c(F)c(F)c(F)c(F)c1F)c1ccc(Cn2cc(Br)cn2)o1 | 5 | -7 | 1 | 4 | -9 | 2.1 | 107 | 6 | 0.0
Cc1ccc(C(=O)NCCc2n[nH]c(=S)n2C)cc1 | -22 | -2 | -8 | -1 | 3 | 1.1 | 129 | -2 | 0.0
C/C(=C/C#N)Nc1ccc(C)cc1 | -6 | 1 | 2 | 8 | 2 | 1.9 | 98 | -3 | 0.0
Cc1nn(C)cc1C(=O)Nc1cc(Oc2ccc(Cl)cc2)cc([N+](=O)[O-])c1 | 1 | -14 | 6 | 0 | -8 | 0.8 | 101 | -7 | 0.1
COC(=O)c1ccc(NC(=O)C2CCCCC2C(=O)O)cc1 (configuration not stated) | 12 | 17 | 8 | 10 | 3 | 0.0 | 95 | -1 | 0.0
CCn1c(/C=C/c2ccccc2[N+](=O)[O-])nc2ccccc2c1=O | -6 | -6 | 3 | 1 | 6 | 0.2 | 101 | -1 | 0.0
COc1ccccc1N1CCN(C(c2cccs2)C(C)NC(=O)C(=O)N2CCOCC2)CC1 (configuration not stated) | 5 | 4 | 10 | -6 | 0 | -1.2 | 112 | 8 | -0.1
CC1CCCC(NC(=O)COC(=O)c2ccccc2NC(=O)c2ccco2)C1C (configuration not stated) | -2 | 11 | 7 | 14 | -2 | 1.3 | 100 | 5 | -0.1
CC(C)C(c1nnnn1C1CCCC1)N1CCC(C(N)=O)CC1 (configuration not stated) | -3 | 18 | 2 | 6 | -1 | 0.9 | 98 | 2 | -0.1
Cn1cnc(S(=O)(=O)NC2CCN(Cc3c(F)cccc3Cl)CC2)c1 | 6 | -4 | 7 | 9 | 5 | -2.0 | 101 | -2 | -0.4
